Source: PubChem (several laboratories)
Efflux pump inh: inhibitors of Candida efflux pumps in yeast, primary screen, S. cerevisiae, Nile Red, multiplex | S. cerevisiae Candida pump triplex | inhibition, % at 10 µM | hit rate 0.44% among 330,000 | AID 485275, 2010;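 active = plate passing quality check with inhibition over a set limit, or well fluorescence over plate mean plus 4 SD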;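 also: Nile Red retained in pooled yeast measured as flow cytometry median fluorescence; 0% = buffer negative control and 100% = Enniatin B positive control; higher means more Nile Red kept so more efflux inhibition; some compounds called inactive have numbers as strong as hits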
Fam108B counter: mouse Fam108B serine hydrolase inhibitors, primary screen, counter-screen for RBBP9 inhibitor project, biochemical, fluorescence polarization. recombinant Fam108B, FP-Rh probe fluorescence polarization. inhibition, % at 9.51 µM. hit rate 0.33% among 300,000;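 active = inhibition above the screen mean inhibition plus 3 SD, computed separately per campaign, cut at about 18% in these data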;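 also: inhibitors lower polarization as less probe binds the enzyme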
PME-1 primary: PME-1 inhibitors via competitive probe labeling, primary screen, biochemical, fluorescence polarization, FP-Rh probe, HTS | Protein phosphatase methylesterase 1 (Homo sapiens), Q9Y570 | recombinant PME-1 | inhibition, % at 5.9 µM | hit rate 0.53% among 320,000 | AID 2130, 2009;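 active = inhibition above the campaign mean of all compounds plus 3 SD, cut at about 26% in these data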;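 also: competitive labeling of PME-1 active site by serine hydrolase directed probe; 0% = PME-1 with DMSO and 100% = wells lacking PME-1 enzyme; inhibitors block probe labeling so polarization falls and inhibition rises; many of its hits are not listed in these tables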
VLA-4 inh: inhibition in human VLA-4 binding assay, primary screen, VLA-4 allosteric modulator project, MLPCN library, flow cytometry, VLA-4 expressing cells | Integrin alpha-4 (Homo sapiens), P13612 | ligand binding flow cytometry | inhibition, % (about 7 µM as worked out from the volumes in the protocol) | hit rate 0.2% among 330,000 | AID 2557, 2010; in the data active = inhibition above about 50%
Target sequence (P13612 whole entry, looked up): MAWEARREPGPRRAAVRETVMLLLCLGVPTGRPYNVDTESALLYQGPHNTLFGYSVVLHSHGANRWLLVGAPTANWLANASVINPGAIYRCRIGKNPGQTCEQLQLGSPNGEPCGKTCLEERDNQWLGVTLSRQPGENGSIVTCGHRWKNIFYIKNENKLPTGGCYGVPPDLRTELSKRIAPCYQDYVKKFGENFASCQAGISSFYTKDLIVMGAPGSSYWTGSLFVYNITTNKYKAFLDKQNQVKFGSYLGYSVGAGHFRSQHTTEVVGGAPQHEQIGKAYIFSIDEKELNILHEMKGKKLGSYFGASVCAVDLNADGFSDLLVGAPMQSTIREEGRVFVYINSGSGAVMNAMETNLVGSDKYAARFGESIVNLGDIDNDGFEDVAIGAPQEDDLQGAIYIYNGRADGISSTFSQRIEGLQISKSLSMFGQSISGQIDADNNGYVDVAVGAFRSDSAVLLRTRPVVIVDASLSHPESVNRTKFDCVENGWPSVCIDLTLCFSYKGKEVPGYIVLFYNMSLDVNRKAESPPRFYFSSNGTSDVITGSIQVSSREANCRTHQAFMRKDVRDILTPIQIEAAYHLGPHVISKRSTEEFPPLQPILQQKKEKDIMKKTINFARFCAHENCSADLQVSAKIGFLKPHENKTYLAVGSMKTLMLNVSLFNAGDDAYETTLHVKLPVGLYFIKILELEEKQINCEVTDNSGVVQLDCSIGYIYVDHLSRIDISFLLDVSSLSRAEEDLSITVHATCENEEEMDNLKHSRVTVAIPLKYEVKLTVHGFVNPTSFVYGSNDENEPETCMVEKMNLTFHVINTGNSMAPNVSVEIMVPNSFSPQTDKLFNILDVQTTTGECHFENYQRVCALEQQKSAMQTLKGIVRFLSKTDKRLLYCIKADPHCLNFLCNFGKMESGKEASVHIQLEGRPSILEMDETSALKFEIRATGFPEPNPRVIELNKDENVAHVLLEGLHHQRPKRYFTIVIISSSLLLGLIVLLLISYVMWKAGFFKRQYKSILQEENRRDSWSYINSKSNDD
MEX-5 binding: MEX-5 zinc finger RNA-binding disruptors – biochemical, C. elegans, fluorescence polarization, MLPCN library, primary screen | hit rate 0.38% among 300,000 | Zinc finger protein mex-5 (Caenorhabditis elegans), Q9XUB2 | MEX-5/FITC-TCR2 RNA binding; hits give low values | AID 1832, 2009 | activity score (negative = inhibition of binding), % at 10 µM;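 active = inhibition past about -25% in most replicates, and total fluorescence under double the plate's negative control median, limit read from the data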;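 also: 0% = DMSO and -100% = 5 µM competing unlabeled TCR2 RNA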
Bcl-xL primary: inhibitors of human Bcl-xL, primary screen, biochemical, fluorescence polarization, HTS; Bcl-2-like protein 1 (Homo sapiens), Q07817; GST-Bcl-xL / FITC-Bim BH3 peptide fluorescence polarization; inhibition, % at 10.9 µM; hit rate 0.7% among 320,000;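 active = inhibition above the mean of all tested compounds plus 3 SD, cutoff set per campaign, cut at about 30% in these data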;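 also: 0% = DMSO wells and 100% = unlabeled Bim-BH3 peptide competitor; inhibitors lower millipolarization by displacing the labeled peptide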
GRK2 aptamer HTS: compounds blocking aptamer binding on GRK2 – biochemical, human GRK2, bead flow cytometry, HTS, primary screen; AID 488847, 2010; hit rate 0.59% among 330,000; FAM-aptamer displacement from GRK2; inhibition of aptamer binding, % at 10 µM; Beta-adrenergic receptor kinase 1 (Homo sapiens), P25098;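 active = inhibition of aptamer binding above 40%, roughly 3 SD of noise, on plates passing a quality check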;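 also: median bead fluorescence of bound FAM aptamer so fluorescent compounds give negative values; no value below 0 was filed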
MCL1 BIM primary: inhibitors of MCL1 binding to BIM-BH3, primary screen, biochemical, fluorescence polarization; Induced myeloid leukemia cell differentiation protein Mcl-1 (Homo sapiens), Q07820; GST-MCL1 / FITC-Bim-BH3 fluorescence polarization; inhibition, % at 10.9 µM; hit rate 0.68% among 320,000; AID 2057, 2009;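 active = inhibition above the mean inhibition of all tested compounds plus 3 SD, set per campaign, cut at about 40% in these data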;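 also: 0% = DMSO wells and 100% = unlabeled Bim-BH3 peptide control; higher means more loss of mP so more displacement of Bim peptide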
GLD-1 RNA inh: GLD-1/TGE RNA complex disruptors, primary screen, biochemical, fluorescence polarization | purified GLD-1 + fluorescein TGE RNA | inhibition, % at 5.96 µM | hit rate 0.44% among 320,000 | AID 2280, 2010;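 active = percent inhibition above a per-plate cutoff, the plate mean of test compounds plus 3 SD, cut at about 30% in these data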;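 also: 0% = DMSO wells with GLD-1 and probe and 100% = wells lacking GLD-1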
The depositor's hits bear a star; . = no result given. Some of the compounds tested, so the mix of outcomes need not match the whole.

mol | Efflux pump inh | Fam108B counter | PME-1 primary | VLA-4 inh | MEX-5 binding | Bcl-xL primary | GRK2 aptamer HTS | MCL1 BIM primary | GLD-1 RNA inh
CCOCC(=O)Nc1ccc(S(=O)(=O)N2CCC(c3nc4ccccc4[nH]3)CC2)cc1 | -0.1 | 3 | -4 | 5 | 1.8 | 2 | 0 | 4 | -1
CCOC(=O)c1cn(Cc2cccc(Cl)c2)nn1 | -0.1 | 14 | 10 | 2 | -1.7 | -6 | 0 | -7 | -4
CCOc1ccccc1NC(=O)c1cccc(S(=O)(=O)N(Cc2ccccc2)c2ccccc2OC)c1 | -5.7 | -8 | -7 | -1 | 5.0 | 0 | 1 | -5 | -3
COc1ccc(C(=O)OCCOc2cccc(Cl)c2)cc1S(=O)(=O)N1CCOCC1 | -1.8 | -1 | 0 | 11 | -0.7 | -12 | 0 | -23 | 5
CNC(=O)c1sc(-c2cccs2)nc1C | -0.1 | 2 | 0 | 1 | . | 8 | 2 | 9 | 7
CCC(C)c1ccc(NC(=O)c2cnn3c(C(F)F)cc(C)nc23)cc1 (stereo not drawn) | 0.1 | 0 | 3 | -6 | -1.2 | -4 | 1 | 6 | -15
COc1ccc2nc(C)cc(SCC(=O)N/N=C/c3ccc(O)c(O)c3)c2c1 | 0.0 | 0 | 5 | -2 | -2.2 | -5 | 2 | 27 | -4
CCOC(=O)c1ccccc1NC(=O)CSc1nc2ccncc2[nH]1 | 0.5 | 4 | -1 | -3 | -1.2 | 3 | 4 | 4 | 1
O=C(CSc1nnc(-c2ccc(F)cc2)c2ccccc12)Nc1ccccc1 | 1.2 | -3 | -4 | 11 | 1.6 | 0 | 0 | 1 | 3
CC1CC(C)(C)NCCNC(C)CC(C)(C)NCCN1 (stereo not drawn) | 0.0 | -2 | 3 | -2 | -0.2 | 0 | 4 | -3 | 7
COC(=O)c1cc2sc(Cl)cc2n1CC(=O)Nc1ccc(OC)c(OC)c1OC | 0.2 | -11 | -4 | 11 | -0.6 | 2 | 1 | -3 | 7
FC(F)(F)c1cccc(NC(=S)NCC(c2cccnc2)N2CCOCC2)c1 (stereo not drawn) | 0.0 | 1 | -1 | -6 | -0.6 | 2 | 0 | 5 | -5
CCOC(=O)N1CCN(C(=O)c2cc(COc3cccc(C(C)=O)c3)on2)CC1 | 0.2 | 0 | 2 | 1 | 0.4 | -2 | 2 | 2 | 9
O=C(CC(Cc1ccccc1)c1ccco1)NCc1ccco1 (stereo not drawn) | -0.1 | -2 | 4 | 15 | 0.0 | 2 | 0 | 1 | 6
COc1ccc(C(O)(C2CCCCC2)C(CN2CCOCC2)c2ccccc2)cc1 (stereo not drawn) | 0.1 | -1 | 7 | 14 | 1.1 | 12 | 1 | -4 | -1
O=C(Nc1ccc(Cl)c(S(=O)(=O)N2CCOCC2)c1)c1n[nH]c(=O)c2ccccc12 | 0.0 | . | -3 | 13 | . | 2 | 0 | 0 | 1
O=C(CC(c1ccccc1)c1ccccc1)N1CCN(c2ccccn2)CC1 | -0.3 | -2 | 2 | 2 | -3.8 | 5 | 1 | 3 | 1
Cn1c(=O)c2c(nc(CN3CCN(c4ccccc4F)CC3)n2CCCc2ccccc2)n(C)c1=O | 0.0 | 4 | -5 | 0 | -2.6 | 2 | 0 | 4 | 10
CCC(=O)Nc1ccccc1C(=O)N1CCN(Cc2ccccc2)CC1 | 0.0 | -2 | -2 | 33 | 0.6 | 0 | 2 | 0 | 4
COc1ccc(NC(=O)CSCC(=O)N(C)CCOc2ccc(Cl)cc2)cc1 | -0.1 | 0 | 0 | -2 | 1.2 | -9 | 1 | -17 | -1
O=C(NCCCN1CCCC1=O)c1cc2c(s1)CCCCC2 | 0.0 | -2 | 2 | 6 | 2.5 | -7 | 3 | -5 | 1
CCCCn1c(NC(=S)Nc2ccccc2)nc2ccccc21 | -0.1 | -1 | -3 | -6 | -0.5 | 6 | 1 | 5 | -8
O=C(NC(=S)Nc1ccc(Cc2ccncc2)cc1)c1ccccc1Cl | 0.1 | 4 | 7 | 10 | -0.8 | -1 | 0 | 6 | 3
C[C@@H](CN1CCC(Cc2ccccc2)CC1)[C@@H](O)c1ccc(O)cc1 | 0.0 | -4 | -6 | 15 | . | 0 | 0 | 12 | 3
O=C(N/N=C/c1cccc([N+](=O)[O-])c1)c1cccc2cc[nH]c12 | 0.1 | -9 | -9 | -1 | 0.3 | 5 | 0 | 1 | 1
CS(=O)(=O)c1ccc(C(=O)N2CCN(Cc3ccccc3)CC2)cc1 | 0.3 | 4 | -1 | -2 | -2.2 | -6 | 10 | -13 | -4
COC(=O)C1=C(N)Oc2cc(C)n(CC3CCCO3)c(=O)c2C1c1ccccc1 (stereo not drawn) | 0.1 | 3 | 1 | 11 | -0.9 | 3 | 3 | 1 | 6
Nc1c(S(=O)(=O)c2cccc(Cl)c2)c2nc3ccccc3nc2n1CCN1CCOCC1 | 0.0 | 1 | 13 | 2 | -5.4 | 8 | 3 | 6 | 10
CCOC(=O)CC1C(=O)NCCN1S(=O)(=O)c1ccc(C)cc1 (stereo not drawn) | -0.1 | 0 | -6 | 2 | 1.4 | 6 | 0 | -2 | 7
CCOC(=O)c1ccc(N2C(=O)CC(C3CCCO3)C2=O)cc1 (stereo not drawn) | -0.2 | -3 | -8 | -2 | 0.3 | 7 | 2 | 3 | 1

(further entries)
mol | Efflux pump inh | Fam108B counter | PME-1 primary | VLA-4 inh | MEX-5 binding | Bcl-xL primary | GRK2 aptamer HTS | MCL1 BIM primary | GLD-1 RNA inh
Cc1ccc(N(CC(=O)NCC2CCCO2)S(C)(=O)=O)cc1Cl (stereo not drawn) | 0.2 | 7 | 1 | 16 | 0.2 | 7 | 0 | 8 | 1
Cc1nn(Cc2ccccc2)c(C)c1C(=O)N1CCN(CC(=O)Nc2ccc(F)cc2)CC1 | 0.0 | . | 7 | -16 | . | -8 | 2 | -16 | 2
CCCc1nnc(NC(=O)C2CC(=O)N(C3CCCC3)C2)s1 (stereo not drawn) | 0.0 | -5 | 3 | 12 | -1.1 | 2 | 1 | -4 | 0
COc1ccccc1C(=O)Nc1ccc(OCC(=O)N2CC(C)CC(C)C2)cc1 (stereo not drawn) | -0.1 | . | 5 | 4 | . | 5 | 0 | 5 | 0
COc1ccc(-c2nnc3sc(-c4ccccn4)nn23)cc1 | 0.5 | 2 | 9 | -13 | -4.4 | 1 | 1 | 4 | -4
c1coc(Cn2c(SCc3nc4ccccc4[nH]3)nnc2-c2cnccn2)c1 | 0.1 | -3 | 2 | 5 | -7.6 | -8 | 1 | -3 | 3
COc1ccc(S(=O)(=O)N2CCN(C)CC2)cc1NC(=O)c1ccccc1 | 0.1 | 3 | 3 | 0 | -2.4 | 9 | 3 | 11 | 10
O=C(NCCC1=CCCCC1)c1ccc(Cl)c([N+](=O)[O-])c1 | 0.2 | -7 | 6 | -12 | -3.5 | -2 | 0 | -3 | 8
COc1ccc(C(=O)C2CCCN(C(=O)c3cc(C)nc(C)n3)C2)cc1OC (stereo not drawn) | -0.2 | -7 | -1 | 9 | -2.7 | -1 | 0 | -3 | 5
O=C(c1ccco1)N1CCN(C(=O)c2ccc(COc3ccc(F)cc3)o2)CC1 | 0.1 | -1 | 1 | -10 | -3.9 | 1 | 0 | -1 | 10
CCOC(=O)N1CCN(CC(O)COC2CC(C)CCC2C(C)C)CC1 (stereo not drawn) | 0.2 | 3 | -3 | 5 | 2.3 | -1 | 1 | -2 | -1
CC(=O)C[C@@H](O)CC(=O)[C@H]1OC(=O)[C@@H](C)C/C=C\Cc2ccccc21 | -0.3 | . | . | 15 | . | . | 6 | . | 3
CCN1CCN(C(=O)c2c(-c3c(F)cccc3Cl)noc2C)CC1 | 0.2 | 1 | -4 | 11 | -1.2 | 3 | 1 | 2 | -4
Cc1cnc(CNC(=O)CC2C(=O)NCCN2Cc2ccccc2F)cn1 (stereo not drawn) | 0.0 | -5 | 2 | 17 | -8.6 | 23 | 2 | 22 | 30
O=C(O)c1cc(S(=O)(=O)NCCN2CCNC2=O)ccc1O | 0.1 | 4 | -1 | 37 | 0.8 | 5 | 0 | 5 | 1
CCCN1CCC(NC(=O)CCc2nnc(-c3ccccc3)o2)CC1 | 0.1 | -3 | -2 | 10 | -1.2 | 2 | 2 | 9 | 9
CCOc1ccc(NC(=S)NCC(c2cccnc2)N2CCOCC2)cc1 (stereo not drawn) | 0.0 | 10 | 9 | -5 | 0.2 | 4 | 2 | 11 | 1
COc1cc(NC(=O)C2=CC(c3ccc(C)cc3)=NS(=O)(=O)N2C)cc(OC)c1OC | 0.1 | 3 | 1 | 30 | -2.5 | 3 | 0 | 5 | 2
Cc1cc(O)c(C(=O)/C=C/c2ccc(C(C)C)cc2)c(=O)o1 | -0.1 | . | . | 0 | 0.9 | . | 2 | . | .
O=c1c(CO)cc(CO)cc(CO)c1O | -0.2 | 1 | -6 | 3 | -2.1 | 4 | 0 | 2 | 6
COc1cc(SC)ccc1C(=O)Nc1nccs1 | 1.0* | -3 | -15 | -11 | -1.5 | 0 | 0 | 3 | -3
CCN(CC)C(=O)CSc1nc(O)cc(=O)n1CC | 0.0 | 0 | -4 | -6 | -2.5 | -1 | 0 | -3 | 5
Cc1cccc(NC(=O)CNC(=O)Cn2ncc(Cl)c(Cl)c2=O)c1C | -0.1 | . | . | 14 | . | . | 24 | . | 0
Cc1ccc(S(=O)(=O)N2CCCCCC2)cc1C(=O)NCc1ccccn1 | -0.1 | 0 | 4 | 0 | -0.1 | 8 | 2 | 3 | 1
OCCC1CN(Cc2cccc3c2OCO3)CCN1C1CCCC1 (stereo not drawn) | 0.0 | 3 | 2 | 2 | -0.8 | 3 | 7 | 2 | 8
O=C(Cc1csc(NC(=O)Nc2ccc(Cl)cc2)n1)NC1CCCC1 | -0.2 | 2 | -3 | 8 | 2.8 | 3 | 0 | 6 | 9
O=C(NC(NC(=S)Nc1c(Cl)cccc1Cl)C(Cl)(Cl)Cl)c1cccc([N+](=O)[O-])c1 (stereo not drawn) | -0.6 | -18 | -45 | 1 | -0.3 | 7 | 3 | 5 | 0
O=C(NN=C1CCN(Cc2ccccc2)CC1)c1ccccc1O | -0.1 | 2 | 1 | 1 | 1.2 | 6 | 0 | 9 | -3
O=C1N/C(=N\c2ccccn2)SC1Cc1ccccc1Cl (stereo not drawn) | -0.1 | 2 | 1 | -7 | 2.8 | 6 | 1 | 3 | 4
